Screens from PubChem.
RNase H inhibition – RNase H inhibition, HIV 1 Gag Pol polyprotein, FRET biochemical assay, screening (AID 372); inhibition, % at 10 µM; hits with a dose series show IC50 in µM; hit rate 0.77% among 100,000; HIV-1 RT RNase H, FRET RNA/DNA substrate fluorescence; higher % means a stronger effect; in the data active = inhibition above about 50%
An asterisk follows results filed as active; & = joins results of further samples. The list is partial. The share of hits here may be higher or lower than overall.

SMILES	RNase H inhibition
COc1ccc(N2C(=O)NC(=O)/C(=C\c3ccc(OCC(=O)O)c(Br)c3)C2=O)cc1	0.0%
Cc1onc(-c2ccccc2Cl)c1C(=O)Nc1ccccc1C(=O)O	1.0%
COC(=O)C1=C(C(=O)OC)C2C=CC1C1C=CC21 (stereo not given)	9.0%
COc1ccc(NC(=O)CCC(=O)NCCO)cc1	6.0%
CCOc1ccc(C(=O)NC(=S)Nc2ccc(Br)cn2)cc1Cl	56.0%*
NC(=O)c1c(NC(=O)c2ccc(Br)cc2)sc2c1CCCC2	28.0%
CCOC(=O)C1CCN(C2CC(=O)N(c3cccc(Br)c3)C2=O)CC1 (stereo not given)	0.0%
Cc1cc(Nc2ccc(C)c(Cl)c2)n2ncnc2n1	1.0%
C/C(=N\NC(=O)c1cccnc1)c1ccc(Cl)cc1	7.0%
O=[N+]([O-])c1ccc(N2CCN(S(=O)(=O)Cc3ccccc3)CC2)cc1	11.0%
Cc1cc(C)nc(SCC(=O)OCC(=O)Nc2nnc(C)s2)n1	7.0%
Cc1ccc(CCC(=O)Nc2ccc(Br)cc2)o1	11.0%
Brc1ccccc1OCCCCOc1cccc2cccnc12	29.0%
COc1ccc(C2/C(=C(/O)c3ccc(C)cc3)C(=O)C(=O)N2CCCn2ccnc2)cc1 (stereo not given)	8.0%
Cc1ccc(NC(=O)COc2c(C)cc(Cl)cc2Cl)cc1C	18.0%
CCOC(=O)CSc1nc(N)c(C#N)c(-c2ccc(O)cc2)c1C#N	7.0%
COc1ccc(OC)c(/C=C(/C#N)C(=O)Nc2ccc(Cl)cc2)c1	1.0%
Fc1ccc(NC(=S)NCc2cccnc2)cc1	0.0%
CCOc1ccc2c(c1)-c1c(ssc1=S)C(C)(C)N2C(=O)CSc1nnc(N)s1	10.0%
CC(=O)Nc1cccc(NC(=O)c2ccc(C)c([N+](=O)[O-])c2)c1	1.0%
COC(=O)c1ccccc1NC(=S)NC(=O)c1ccc(OC)c(OC)c1	13.0%
O=C1CCC(=O)N1c1cccc(-c2nc3ccccc3o2)c1	1.0%
OC(CN1CCOCC1)Cn1c2ccccc2c2ccccc21 (stereo not given)	0.0%&4.0%
COc1cc(/C=C(\C#N)C(=O)NCC2CCCO2)ccc1OCC(=O)O (stereo not given)	0.0%
COc1ccc(/C=N/NC(=O)CN(c2cc(C)cc(C)c2)S(=O)(=O)c2ccc(OC)c(OC)c2)c(OC)c1	3.0%
CCOc1ccc(S(=O)(=O)N(CC(=O)OC)c2ccc(C)cc2)cc1	6.0%
COc1cc(C=O)ccc1OCCCOc1cccc(C)c1C	41.0%
CC(C)COC(=O)Oc1c(Cl)cc(Cl)cc1Br	12.0%
CCc1c(C)[nH]c2ccc(OC)cc2c1=S	26.0%
CC(=O)Oc1c2c(cc3ccccc13)C(=O)c1ccccc1C2=O	11.0%
CC1(C)C([N+](=O)[O-])CN(Cc2ccccc2)CC1[N+](=O)[O-] (stereo not given)	15.0%
C/C(=C1/C(=O)N(c2nc3ccccc3s2)N=C1C(F)(F)F)N1CCC2CCCN2C1 (stereo not given)	10.0%
O=C1CCC([N+](=O)[O-])C(c2cc(Br)ccc2F)N1 (stereo not given)	11.0%
COc1ccccc1Nc1nc(-c2c(C)nc3sccn23)cs1	16.0%
O=S1(=O)CCC(NC(=S)SCc2ccccc2Br)C1 (stereo not given)	20.0%
CCOC(=O)c1c(NC(=O)C2C3C=CC(C3)C2C(=O)O)sc(C)c1C (stereo not given)	10.0%
Cc1ccn2c(-c3csc(Nc4cccc([N+](=O)[O-])c4)n3)c(C)nc2c1	36.0%
Cc1ccc2[nH]c3nc(NN)nnc3c2c1	11.0%
COc1cc(C)ccc1OCCCOc1ccc(I)cc1	14.0%
COc1cc(C2C(C(=O)OCC(C)C)=C(C)NC3=C2C(=O)CC(c2ccc(Cl)cc2)C3)cc(Br)c1O (stereo not given)	28.0%
COc1ccc2[nH]c(C(=O)N3CCOCC3)cc2c1	25.0%
C=CCN1C(=O)/C(=C/c2cc(C)n(-c3cccc4ccccc34)c2C)SC1=S	17.0%
Cc1ccc(C(=O)Nc2ccc(NC(=O)c3cccc(C)c3)cc2)cc1	6.0%
O=S(=O)(c1ccc(Cl)cc1)N1CCN(Cc2cccnc2)CC1	0.0%
Cc1ccc(-c2csc(/C(C#N)=C/Nc3ccc(Cl)cc3)n2)cc1	1.0%
Cc1cc(/C=C2\C(=O)NC(=S)N(c3cccc(Br)c3)C2=O)c(C)n1-c1cccnc1	37.0%
CC(=O)Oc1ccc(C(=O)Nc2cccc(Oc3ccc4c(c3)C(=O)N(c3ccccc3)C4=O)c2)cc1	6.0%
Cc1ccc(NC(=O)C2CC=CCC2C(=O)OCC(Cl)=C(Cl)Cl)cc1 (stereo not given)	11.0%
C/C(CCCC1C2CCC(C2)C1(C)C)=N/NC(N)=O (stereo not given)	11.0%
Cc1cc(OCC(=O)NC(C)c2ccccc2)cc(C)c1Cl (stereo not given)	0.0%
COc1ccc2ccccc2c1C=Nc1ccc(N=Cc2c(OC)ccc3ccccc23)cc1	9.0%
O=C(Nc1ccccn1)c1cc(-c2ccccc2)nc2ccccc12	6.0%
O=C(Cn1nnc(-c2ccccc2)n1)N/N=C/c1ccc(O)cc1	1.0%
C#CCSc1nc2ccccc2c(=O)n1C1CCCC1	1.0%
CCC(C(=O)Nc1ccc(C)cc1Br)c1ccccc1 (stereo not given)	6.0%
CC(C)(C)C(=O)Oc1ccc2c3c(c(=O)oc2c1)CCC3	17.0%
CCc1ccc(CN2CCN(C/C=C/c3ccccc3)CC2)cc1	2.0%
CCOC(=O)C(=O)Nc1ccc(C(C)C)cc1	10.0%
Cc1sc2ncnc(N/N=C/c3ccc(Cl)cc3Cl)c2c1C	8.0%
CCn1c(C)nc2c(CN(C)C)c(O)ccc21	3.0%

Some of these compounds in order of SMILES length, low to high.
SMILES	RNase H inhibition
CCC(C(=O)Nc1ccc(C)cc1Br)c1ccccc1 (stereo not given)	6.0%
COc1ccc2[nH]c(C(=O)N3CCOCC3)cc2c1	25.0%
O=C(Nc1ccccn1)c1cc(-c2ccccc2)nc2ccccc12	6.0%

(more compounds)
SMILES	RNase H inhibition
CC(=O)C1=C(C)NC(SCC(=O)c2ccccc2)=C(C#N)C1c1ccccc1Cl (stereo not given)	24.0%
CCOc1ccccc1NC(=O)CN(c1cccc([N+](=O)[O-])c1)S(=O)(=O)c1ccccc1	8.0%
COc1ccccc1NC(=O)C(=O)NCc1ccco1	7.0%
O=C(c1sc2ccccc2c1Cl)N1CCN(Cc2ccc3c(c2)OCO3)CC1	12.0%
Cc1ccc(-n2nc3cc(C)c(NC(=O)c4cccc(Cl)c4)cc3n2)cc1	9.0%
Cc1ccc(C(=O)C[n+]2cccc(C(N)=O)c2)cc1[N+](=O)[O-]	8.0%
CCOC(=O)COc1c(Cl)cc(C=O)cc1Cl	0.0%
Cc1c(Cl)sn(-c2ccc(Cl)cc2)c1=O	26.0%
O=C1/C(=C\c2ccco2)SC(=S)N1C1CCCCC1	14.0%
CN1C(=O)C(=Cc2ccc(OCc3ccc([N+](=O)[O-])cc3)c(Br)c2)C(=O)N(C)C1=S	37.0%
Cc1ccc(NC(=O)C(=O)NCCN2CCOCC2)cc1	0.0%
O=C(NCCC(CN1CCOCC1)([N+](=O)[O-])[N+](=O)[O-])c1ccccc1	5.0%
O=C(Nc1cccc(Cl)c1)OCCOc1cccc(F)c1	58.0%*
Clc1ccccc1N1CCN(c2ncnc3c2cnn3-c2ccccc2)CC1	0.0%
COC(=O)C(F)(F)C(F)(F)C(F)(F)OC(F)(C(=O)OC)C(F)(F)F (stereo not given)	15.0%
CCCCOC(=O)C(NC(=O)c1ccccc1)=C(C)C	13.0%
Cc1cc(=O)oc2c(C(=O)c3ccccc3)c(OC(=O)c3ccccc3)ccc12	9.0%
C/C(=N\Nc1cc(-n2cc(C)cn2)ncn1)c1ccc(Cl)c(Cl)c1	6.0%
C=CCNC(=O)C(=O)Nc1ccc(Cl)cc1	3.0%
C/C(=N\NC(=O)c1ccccc1N(Cc1ccccc1)S(=O)(=O)c1ccc(C)cc1)c1ccc(Br)cc1	14.0%
CC(C)(C)c1ccc(O)c(N=Cc2cc([N+](=O)[O-])cc([N+](=O)[O-])c2O)c1	2.0%
Cc1nnc(Nc2ccc3c(c2)nc(C)n3Cc2ccccc2)c2ccccc12	16.0%
CCOC(=O)C1=C(C)NC2=C(C(=O)CC(c3cccs3)C2)C1c1ccc(SC)cc1 (stereo not given)	24.0%
O=C(NCc1ccccc1)C(O)(c1ccc(Cl)cc1)c1ccc(Cl)cc1	10.0%
CC1(C)NC(=O)N(CC(O)COc2cccc3ccccc23)C1=O (stereo not given)	2.0%
O=C1NN(c2ccc(Br)cc2)C(=O)/C1=C/c1cc2c(cc1Br)OCO2	15.0%
COc1ccc(OCC(=O)N2c3ccccc3C(Nc3ccccc3)CC2C)cc1 (stereo not given)	14.0%
CCOc1cc(C(=O)NC(=S)Nc2ccc3c4c(cccc24)CC3)cc(OCC)c1OCC	4.0%
C=CCc1cc(/C=C2\C(=O)NC(=S)N(c3ccc(Br)cc3)C2=O)cc(OC)c1O	11.0%
Oc1ccc(-c2nc(-c3ccccc3)c(-c3ccc(Br)cc3)[nH]2)cc1	22.0%
Cc1cc(NS(=O)(=O)c2ccc(NC(=O)C(c3ccccc3)c3ccccc3)cc2)no1	5.0%
CCNC(=O)CC1S/C(=N\N=C2/CCCc3ccccc32)NC1=O (stereo not given)	9.0%
O=C(Nc1ccccn1)C(=O)NC1CCCCC1	0.0%
c1ccc(-c2ncnn2-c2ccccc2)cc1	7.0%
O=S(=O)(NCC1CCCO1)c1ccc(Br)c2ccccc12 (stereo not given)	17.0%
Cc1[nH]n(-c2nc(-c3ccc(Cl)cc3)cs2)c(=O)c1N=Nc1ccccc1C(=O)O	4.0%
COc1ccccc1/C=N/NC(=O)C1COc2ccccc2O1 (stereo not given)	10.0%
O=C(NNc1nc(-c2ccccc2)cc(-c2ccc(F)cc2)n1)c1ccc(Cl)cc1	5.0%
COc1ccc(C(=O)CSc2nc3ccccc3c(=O)[nH]2)cc1C	43.0%
O=C(CN(c1cccc(Cl)c1)S(=O)(=O)c1ccccc1)Nc1ccccc1Cl	0.0%
OC(CNCc1ccccc1)Cn1c2ccc(I)cc2c2cc(I)ccc21 (stereo not given)	14.0%
COc1cc(C2C(C(=O)OC(C)C)=C(C)NC3=C2C(=O)CC(c2ccccc2)C3)ccc1O (stereo not given)	8.0%
N#CC1=C(N)Oc2c(cc(Cl)c3ccccc23)C1c1ccc(Cl)c(Cl)c1 (stereo not given)	10.0%
COC(=O)C1=C(C)N(c2ccccc2F)C(=O)/C1=C\c1ccccc1F	5.0%
COc1cc(CN2CCN(Cc3ccccn3)CC2)cc(OC)c1O	2.0%
C=CCNCCCCOc1ccc(Br)cc1	5.0%

23 neighbouring records from above, for reference:
SMILES	RNase H inhibition
CC(C)(C)c1ccc(O)c(N=Cc2cc([N+](=O)[O-])cc([N+](=O)[O-])c2O)c1	2.0%
Cc1nnc(Nc2ccc3c(c2)nc(C)n3Cc2ccccc2)c2ccccc12	16.0%
CCOC(=O)C1=C(C)NC2=C(C(=O)CC(c3cccs3)C2)C1c1ccc(SC)cc1 (stereo not given)	24.0%
O=C(NCc1ccccc1)C(O)(c1ccc(Cl)cc1)c1ccc(Cl)cc1	10.0%
CC1(C)NC(=O)N(CC(O)COc2cccc3ccccc23)C1=O (stereo not given)	2.0%
O=C1NN(c2ccc(Br)cc2)C(=O)/C1=C/c1cc2c(cc1Br)OCO2	15.0%
COc1ccc(OCC(=O)N2c3ccccc3C(Nc3ccccc3)CC2C)cc1 (stereo not given)	14.0%
CCOc1cc(C(=O)NC(=S)Nc2ccc3c4c(cccc24)CC3)cc(OCC)c1OCC	4.0%
C=CCc1cc(/C=C2\C(=O)NC(=S)N(c3ccc(Br)cc3)C2=O)cc(OC)c1O	11.0%
Oc1ccc(-c2nc(-c3ccccc3)c(-c3ccc(Br)cc3)[nH]2)cc1	22.0%
Cc1cc(NS(=O)(=O)c2ccc(NC(=O)C(c3ccccc3)c3ccccc3)cc2)no1	5.0%
CCNC(=O)CC1S/C(=N\N=C2/CCCc3ccccc32)NC1=O (stereo not given)	9.0%
O=C(Nc1ccccn1)C(=O)NC1CCCCC1	0.0%
c1ccc(-c2ncnn2-c2ccccc2)cc1	7.0%
O=S(=O)(NCC1CCCO1)c1ccc(Br)c2ccccc12 (stereo not given)	17.0%
Cc1[nH]n(-c2nc(-c3ccc(Cl)cc3)cs2)c(=O)c1N=Nc1ccccc1C(=O)O	4.0%
COc1ccccc1/C=N/NC(=O)C1COc2ccccc2O1 (stereo not given)	10.0%
O=C(NNc1nc(-c2ccccc2)cc(-c2ccc(F)cc2)n1)c1ccc(Cl)cc1	5.0%
COc1ccc(C(=O)CSc2nc3ccccc3c(=O)[nH]2)cc1C	43.0%
O=C(CN(c1cccc(Cl)c1)S(=O)(=O)c1ccccc1)Nc1ccccc1Cl	0.0%
OC(CNCc1ccccc1)Cn1c2ccc(I)cc2c2cc(I)ccc21 (stereo not given)	14.0%
COc1cc(C2C(C(=O)OC(C)C)=C(C)NC3=C2C(=O)CC(c2ccccc2)C3)ccc1O (stereo not given)	8.0%
N#CC1=C(N)Oc2c(cc(Cl)c3ccccc23)C1c1ccc(Cl)c(Cl)c1 (stereo not given)	10.0%
